# COUP-TFII inh = inhibitors of human COUP-TFII (NR2F2); P24468; HEK293T NGFI-A luciferase reporter, luminescence; inhibition, % at 8.6 µM; hit rate 0.7% among 370,000; AID 686940;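 active = inhibition above a per-plate cutoff, mean inhibition of test wells between control levels plus 3 SD, cut at about 38% in these data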;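 note: cells cotransfected with COUP-TFII expression vector driving the NGFI-A reporter; 0% = median of COUP-TF2 test wells and 100% = reporter-only cells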
# Shn3 inh set2 = inhibitors of Schnurri-3 3'UTR reporter in osteoblasts; Clone20 osteoblast Shn3 3'UTR firefly luciferase, 24 h; inhibition, % at 12.5 µM; hit rate 0.52% among 360,000;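 active = mean inhibition of at least 75% with every replicate also reaching 75%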;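 note: 0% = median of neutral control wells and 100% = pilot-screen positive control compound; some compounds past the cut are filed as inactive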
# CF NFkB inh = blocks PAF-induced NF-kB reporter in cystic fibrosis cells. KKLEB NF-kB-GFP reporter, GFP fluorescence overnight. hit rate 0.86% among 360,000. inhibition, % at 5 µM;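 active = at least 50% inhibition at 5 µM, scaled per plate between neutral and stimulator controls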;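 note: PAF is a Pseudomonas aeruginosa culture filtrate used as stimulus; plate controls were PAF-stimulated DMSO wells for no effect and unstimulated DMSO wells for full effect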
# TROY signal inh = inhibitors of TROY-dependent NF-kB signaling | Q293 LMP1-TROYcd NF-kB luciferase reporter, 4 h | inhibition, % at 10 µM | hit rate 0.98% among 360,000;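 active = compounds whose plate-normalised and pattern-corrected inhibition of the luciferase reporter signal at the single screening dose is 50% or more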
# SRC3 inh = inhibits human SRC3 coactivator; HEK293 GAL4-SRC3 luciferase reporter, luminescence; inhibition, % at 3.6 µM; hit rate 0.17% among 360,000;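 active = inhibition above a per-campaign cutoff, the mean of all compounds plus 3 SD, cut at about 60% in these data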;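 note: 0% = DMSO-treated cells and 100% = gossypol-treated cells at 36 µM; higher means less SRC3-driven luciferase light from the GAL4 reporter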
# TRAIL sens C8 = sensitizes caspase-8 expressing cells to TRAIL; inhibition (viability loss, TRAIL sensitization), % at 10 µM; AID 624354; hit rate 1% among 360,000; NB7+C8 cells + TRAIL, ATPlite viability luminescence;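 active = compounds causing at least 50% loss of cell viability in the single-dose screen, relative to plate controls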
# KKLEB cytotox = reduces viability of KKLEB cystic fibrosis airway cells; KKLEB CF airway cells viability, ATPlite luminescence, overnight; active compounds read low; cells stimulated with P. aeruginosa culture filtrate; activity change (cytotoxicity), % at 5 µM; hit rate 0.36% among 360,000;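 active = corrected activity change at or below -50% at 5 µM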
# NR5A2 inv ag = suppresses constitutive activity of human LRH-1; O00482; HEK293T StAR-luciferase reporter, LRH-1 transfected, 24 h; inhibition, % at 3.6 µM; hit rate 0.13% among 360,000;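 active = inhibition above the mean inhibition of all tested compounds plus 3 SD, cut at about 73% in these data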;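 note: 0% = DMSO wells and 100% = reporter-only cells lacking LRH-1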
# TWEAK-Fn14 inh = TWEAK-Fn14 signaling inhibition | TWEAK-stimulated Fn14 reporter cells, luciferase luminescence, 8 h | inhibition, % at 10 µM | hit rate 2% among 360,000 | AID 1159606; in the data active = inhibition above about 50%
# NCOA1 inh = inhibitors of human steroid receptor coactivator 1 (SRC1) | hit rate 0.12% among 360,000 | HEK293 GAL4-SRC1 luciferase reporter, luminescence | inhibition, % at 3.6 µM | AID 588354;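 active = inhibition above the campaign mean plus 3 SD, with each screening campaign given its own cutoff, cut at about 60% in these data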;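 note: 0% = DMSO treated cells and 100% = gossypol at 36 µM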
# Target sequence (Q15788 whole entry, looked up, the tested form may be a part): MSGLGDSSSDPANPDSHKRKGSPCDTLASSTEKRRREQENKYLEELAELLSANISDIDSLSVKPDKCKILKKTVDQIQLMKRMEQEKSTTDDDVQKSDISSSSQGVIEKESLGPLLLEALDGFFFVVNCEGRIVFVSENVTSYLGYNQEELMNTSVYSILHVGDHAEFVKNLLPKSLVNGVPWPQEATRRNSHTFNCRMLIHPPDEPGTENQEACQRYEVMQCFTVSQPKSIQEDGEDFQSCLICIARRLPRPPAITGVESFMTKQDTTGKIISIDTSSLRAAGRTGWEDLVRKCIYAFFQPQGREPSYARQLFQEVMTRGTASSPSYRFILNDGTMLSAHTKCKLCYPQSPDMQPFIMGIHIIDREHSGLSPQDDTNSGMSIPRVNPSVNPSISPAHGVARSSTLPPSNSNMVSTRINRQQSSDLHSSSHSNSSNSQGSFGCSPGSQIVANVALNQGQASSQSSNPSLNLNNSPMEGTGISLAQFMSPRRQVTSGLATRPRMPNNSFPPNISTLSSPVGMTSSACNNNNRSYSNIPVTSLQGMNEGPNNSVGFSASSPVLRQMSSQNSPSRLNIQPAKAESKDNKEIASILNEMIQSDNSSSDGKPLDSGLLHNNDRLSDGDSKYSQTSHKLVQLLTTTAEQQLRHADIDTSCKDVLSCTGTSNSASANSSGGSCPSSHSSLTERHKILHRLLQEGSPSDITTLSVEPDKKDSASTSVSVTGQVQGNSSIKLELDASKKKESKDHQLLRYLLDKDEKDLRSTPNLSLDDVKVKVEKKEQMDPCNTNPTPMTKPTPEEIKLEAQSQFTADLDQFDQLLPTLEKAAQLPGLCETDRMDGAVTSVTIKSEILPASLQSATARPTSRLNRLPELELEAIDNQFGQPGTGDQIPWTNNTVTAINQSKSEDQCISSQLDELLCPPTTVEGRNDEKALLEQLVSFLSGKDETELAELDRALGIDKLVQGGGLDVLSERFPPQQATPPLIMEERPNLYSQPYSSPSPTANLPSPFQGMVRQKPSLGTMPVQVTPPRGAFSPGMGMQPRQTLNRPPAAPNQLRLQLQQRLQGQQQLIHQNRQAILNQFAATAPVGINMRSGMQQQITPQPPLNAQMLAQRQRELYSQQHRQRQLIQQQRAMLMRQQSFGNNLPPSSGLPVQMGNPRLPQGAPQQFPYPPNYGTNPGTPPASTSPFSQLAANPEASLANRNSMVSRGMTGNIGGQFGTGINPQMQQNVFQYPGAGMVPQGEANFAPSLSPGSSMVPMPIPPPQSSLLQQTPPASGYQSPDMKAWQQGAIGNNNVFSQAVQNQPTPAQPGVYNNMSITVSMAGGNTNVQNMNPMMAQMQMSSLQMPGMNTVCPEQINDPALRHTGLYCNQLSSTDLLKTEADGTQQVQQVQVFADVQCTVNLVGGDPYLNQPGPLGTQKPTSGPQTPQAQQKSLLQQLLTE
# EBV LMP1 NFkB = reduces LMP1-driven NF-kappaB luciferase signal. hit rate 0.69% among 350,000. LMP1-induced NF-kappaB luciferase reporter cells, luminescence. inhibition, % at 12.5 µM; in the data active = inhibition above about 41%;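 note: 0% = neutral control wells and 100% = reference inhibitor control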
# * hit, by the source's call; · = not tested or not shown. Only part of the results is shown, so the mix of outcomes need not match the whole.
molecule	COUP-TFII inh	Shn3 inh set2	CF NFkB inh	TROY signal inh	SRC3 inh	TRAIL sens C8	KKLEB cytotox	NR5A2 inv ag	TWEAK-Fn14 inh	NCOA1 inh	EBV LMP1 NFkB
CC(=O)c1cccc(OCc2cc(C(=O)N(C)C(C)c3ccccn3)no2)c1 (stereo not given)	-0.7	10.0	7.1	-8.2	7.9	-19.4	4.2	-14.7	-16.8	-1.2	1.3
Cc1ccc(N2CC(C(=O)N3CCC(C(=O)Nc4nnc(C(C)(C)C)s4)CC3)CC2=O)cc1 (stereo not given)	3.2	11.1	10.7	-9.3	-4.4	-3.4	2.5	2.7	16.7	-0.8	-0.4
c1ccc(-c2nc3nonc3c3nc4ccccc4n23)cc1	-21.3	33.6	-83.5	12.2	-0.7	-4.8	-1.2	12.1	-17.3	-5.3	5.9
C=CCn1c(=O)c(C(=O)NCc2ccc3c(c2)OCO3)c(O)c2ccccc21	-24.0	-1.0	-3.0	3.5	0.9	-14.4	-7.0	-5.0	11.3	-5.6	6.5
COc1cc2ccccc2cc1C(=O)OCC(=O)NC1CCS(=O)(=O)C1 (stereo not given)	-16.7	6.4	-1.8	11.7	4.6	1.9	-2.3	9.6	4.7	-18.6	2.8
Cc1ccc2c(c1)N(CC(=O)OC(CC(C)C)C(=O)NC1CCCC1)C(=O)CO2 (stereo not given)	11.0	12.5	-4.6	9.5	3.6	2.9	0.9	19.4	-3.6	-8.1	-8.1
COc1ccc(CCNC(=O)C2CCN(S(=O)(=O)c3ccc4nc5c(c(C(=O)O)c4c3)CCCC5)CC2)cc1OC	-4.7	-48.4	0.0	10.2	-5.3	-11.2	-11.6	-5.9	1.6	-14.5	-7.7
O=C1NC[C@@H](CCCCN2C[C@H](Cc3ccc(O)cc3)N(CCc3ccc(O)cc3)C(=O)C2=O)N(CCc2ccc(O)cc2)C1=O	5.1	·	·	3.1	·	25.9	·	16.3	-5.5	·	·
O=C(Nc1ccn(-c2ccccc2)n1)c1ccccc1Br	-22.3	-29.5	2.2	-56.7	-27.8	-6.6	-4.0	-78.3	-32.8	-45.3	-6.5
Cc1ccc(NC(=O)CSc2ncn[nH]2)cc1	0.2	-30.6	-12.5	-32.8	-3.0	-1.0	11.5	-20.2	-1.1	-5.1	-3.1
N/C(=N\OC(=O)c1ccco1)c1cccc([N+](=O)[O-])c1	-49.5	-67.4	-4.8	-55.3	-55.4	-1.2	1.2	-75.6	-10.3	-77.1	-16.5
COc1ccccc1NC(=O)CSc1n[nH]c(-c2ccccn2)n1	-5.0	17.0	-0.9	6.2	-6.3	5.1	1.4	0.4	-4.5	3.7	-10.3
CC(C)(C)NC(=O)/C(=C\c1ccco1)NC(=O)c1cccs1	20.7	-10.5	-8.8	14.9	0.6	14.8	8.6	2.2	2.8	4.7	11.5
CN1CCN(c2sc(S(C)(=O)=O)nc2S(=O)(=O)c2ccc(Cl)cc2)CC1	15.6	1.8	0.4	-1.0	8.0	-1.6	9.3	-1.3	41.8	-1.3	8.0
CC(C)(C)NC(=O)c1cccc(NC(=O)CSc2ccccc2)c1	-8.1	10.5	-3.3	-55.7	-13.2	19.1	-2.2	-0.8	-15.1	-1.5	0.7
CCOc1ccc(NC(=O)CSc2nncc(=O)[nH]2)cc1	-4.5	-4.2	-14.0	-5.4	2.1	11.2	-4.1	51.9	-18.0	-22.9	-7.2
CC(=O)N/C(=C\c1ccccc1)C(=O)OCC(=O)NC1CCS(=O)(=O)C1 (stereo not given)	6.2	8.9	-1.1	-13.9	2.5	-16.2	2.1	9.0	-3.1	-10.3	-3.7
O=c1oc2ccccc2cc1-c1nc(-c2ccccc2)no1	·	-14.9	-10.4	-9.4	-102.4	8.4	-10.9	-147.4	20.3	-123.0	-21.1
NC(=O)NC1(C(=O)O)CCCC1	-6.5	-15.7	-13.6	8.6	11.9	-15.4	-2.2	8.3	-5.1	-15.0	-5.7
COc1ccc(N2CCN(C(=O)c3ccccc3NS(=O)(=O)c3ccccc3)CC2)cc1	4.8	-25.4	9.4	6.7	8.3	2.4	-6.2	-16.7	7.3	-46.0	-5.1
CCN(CC)CCOc1ccc(-c2c(C)c3c(ccc4ccccc43)oc2=O)cc1	1.3	-9.7	7.1	-4.9	12.9	16.5	-4.0	-9.6	-19.6	-10.2	6.9
O=C1CCCN1CCCN1CC(C(=O)N(CCO)Cc2ccccc2)CCC1=O (stereo not given)	21.2	12.6	-5.1	6.5	5.0	18.5	17.5	-15.0	-2.1	-9.5	1.5
CCc1ccc(OC)c(-c2csc(N)n2)c1	20.3	-7.7	20.7	-4.0	-0.4	-21.8	-6.1	12.3	15.9	5.3	-4.0
CCOc1cc(C2NC(=O)NC(O)(C(F)(F)F)C2C(=O)c2ccc(Cl)cc2)ccc1O (stereo not given)	15.0	-14.7	-11.0	11.4	24.3	8.1	-0.6	35.0	0.0	3.9	-11.3
COc1ccc(NC(=O)CNS(=O)(=O)c2ccc3nc(C)sc3c2)c(OC)c1	10.2	-0.3	-10.0	-8.8	3.3	-5.7	14.1	5.0	-10.0	3.7	-10.5
COc1ccc(/C=N/NC(=O)c2ccncc2)cc1CN1CCCc2ccccc21	2.9	-2.1	-3.9	-22.9	21.8	-12.9	3.5	1.3	20.6	15.0	1.6
COc1ccc(NC(=O)N(C)C[C@@H]2Oc3ncc(Br)cc3C(=O)N([C@@H](C)CO)C[C@@H]2C)cc1	-5.4	4.3	2.1	-9.2	2.7	-1.4	2.8	10.2	-25.8	13.1	4.2
CCOC(=O)N1CCN(C(=O)c2ccc(N3CC4CC(C3)c3cccc(=O)n3C4)c(NC(=O)c3ccc(F)cc3)c2)CC1 (stereo not given)	-11.8	-13.9	0.3	8.5	-18.7	9.3	9.4	6.8	-17.5	5.4	-4.6
COc1cc(S(=O)(=O)Nc2ccc(C)cc2)ccc1NC(=O)c1ccncc1	8.0	-15.4	-9.5	-7.5	6.3	9.3	-1.5	12.5	-14.4	-17.1	5.1
NNC(=O)c1cnn(-c2ccccc2)c1-n1cccc1	-5.5	-13.8	-1.2	14.5	4.4	-10.5	3.6	-0.2	-23.1	-16.4	1.6
COc1cccc(OC)c1C(=O)Nc1ccnn1C	·	-68.7	0.7	-3.6	-6.8	-6.5	11.2	11.4	18.2	6.7	2.5
COc1ccc(N(CC(=O)Nc2ccc(S(=O)(=O)N3CCCC3)cc2)S(C)(=O)=O)cc1OC	5.2	13.7	10.8	3.4	8.1	-8.9	-6.7	0.1	-2.3	-27.3	2.6
O=C(NCCN1CCN(c2ccccc2)CC1)C1(S(=O)(=O)c2ccc(Cl)cc2)CC1	1.4	2.2	15.2	-12.7	1.9	-9.1	15.8	-10.1	13.7	2.5	7.2
CC(NS(=O)(=O)c1ccc(Br)cc1)C(N)=O (stereo not given)	-25.0	-4.0	17.5	4.9	15.1	-8.0	-7.6	2.3	-8.2	2.4	2.8
Cn1cccc1C(=O)N/N=C/c1c(Cl)cccc1Cl	-39.1	-60.8	5.6	-19.1	-86.5	1.6	-10.9	-151.3	-19.7	-89.5	-3.3
O=C(CSCC(=O)OCC(=O)c1ccc(Br)cc1)Nc1ccc(Br)cc1	-1.4	-5.6	4.3	-0.7	-10.4	-12.0	-5.4	-8.6	-19.4	-3.3	-0.5
O=[N+]([O-])c1c(NCCO)cc(N2CCCCC2)c2nonc12	9.0	4.6	-18.0	26.2	-13.5	-6.9	23.5	16.4	-20.6	-7.8	2.9
CC(=O)c1c(C)n(-c2ccccc2)c2ccc(OCC(N)=O)cc12	-1.4	1.2	-2.9	-26.6	0.9	-2.1	-9.2	18.6	-27.7	-20.8	-8.4
CC(=O)c1sc(NC(=O)CN2C(=O)CCC2=O)nc1C	16.9	2.0	0.9	-11.4	-11.1	-14.3	-5.0	0.4	4.2	3.1	-0.2
Cc1c(-c2ccc(F)cc2)[n+](=O)c(-c2ccc(F)cc2)c(C)n1[O-]	14.8	-17.5	-4.2	-5.3	6.5	3.2	-0.5	0.2	-11.2	5.5	-0.6
Cc1cc(C)c(S(=O)(=O)N2CCCCC2CCNC(=O)C(=O)NCCN2CCOCC2)c(C)c1 (stereo not given)	6.7	-6.3	10.5	-4.3	1.1	-1.7	1.0	10.9	1.4	-7.4	2.8
CCC(C)(C)n1nnnc1C(c1ccc(O)c(OC)c1)N1CCc2ccccc2C1 (stereo not given)	9.4	-2.7	-3.9	-8.4	-14.4	13.0	-18.2	-16.7	20.0	10.5	-9.6
Cc1ccccc1NC(=O)c1cccc(S(=O)(=O)Nc2cccc(C(=O)O)c2)c1	-1.4	-24.6	14.4	-14.7	5.8	18.2	-1.1	-6.5	-20.6	-5.5	3.5
COc1ccc(OC)c(-c2cc(C(=O)N3CCOCC3)no2)c1	-8.8	-12.0	-2.6	5.9	-1.1	-21.2	0.9	-10.0	-12.2	-11.9	0.8
CN1CCn2cnc(C(=O)N[C@@H](Cc3ccccc3)C(=O)OC(C)(C)C)c2C1=O	2.9	-0.1	10.0	5.8	6.8	16.6	5.8	-10.8	10.9	9.0	1.4
CC(C)C(=O)Nc1ccc(S(=O)(=O)Nc2ccccn2)cc1	20.2	-10.2	-4.7	12.8	-0.5	2.4	-2.5	6.8	7.3	13.7	-0.2
COc1ccc(C2C(C(=O)N3CCN(c4ccccc4F)CC3)c3ccccc3C(=O)N2C)cc1 (stereo not given)	9.1	12.7	-0.4	2.2	-16.3	66.9*	-12.8	-11.3	14.8	6.8	16.0
COc1cc(C(=O)OCC(=O)N(CC(C)C)C2CCS(=O)(=O)C2)ccc1OCC(C)C (stereo not given)	-4.6	-29.1	-2.5	6.4	10.5	-9.8	-2.4	0.2	-6.0	-2.3	-5.0
O=C(Nc1cccc(Cl)c1)N(Cc1nc2ccccc2c(=O)[nH]1)C1CCCC1	14.9	-11.0	-13.6	-39.8	-5.5	4.7	-0.6	0.1	-11.3	-10.6	-7.7
O=C(NCc1ccccc1)c1cccc2c1C(=O)c1ccc(/C=C/c3ccccc3)cc1S2(=O)=O	4.4	19.4	10.5	4.9	-5.6	5.5	-29.3	2.6	29.4	-12.8	10.5
Cc1ccc(CSCCNC(=O)/C=C/c2ccc(Cl)cc2)cc1	-24.0	3.8	9.9	-11.2	7.9	4.9	-2.2	5.5	-5.0	9.9	3.3
CC[n+]1ccccc1/C=C/c1ccc(N(C)C)cc1	66.0*	80.0	-34.5	25.5	41.0	32.1	9.3	40.3	38.4	39.1	8.8
CC(C)N(C(=O)[C@H]1CC(CC(=O)NCC23CC4CC(CC(C4)C2)C3)C(=O)N2CCc3c([nH]c4ccccc34)[C@]12C)C(C)C (stereo not given in full)	-0.8	18.0	24.4	25.5	-14.0	17.9	-8.7	-2.3	-2.8	4.3	3.5
Cc1noc(C)c1-c1ccc(C(=O)NCC2CC2)c2occc12	-80.9	-24.9	-64.2	-18.9	-9.3	7.1	6.7	7.9	7.1	-1.6	·
